# Rv3671c inh: inhibits the M. tuberculosis serine protease Rv3671c. P9WHR9. AID 2606. inhibition, % at 5.96 µM. 0.048% of 320,000 active; in the data active = inhibition above about 38%;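 note: extracellular domain of Rv3671c used as enzyme; 0% = enzyme with DMSO and 100% = no enzyme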
# Target sequence (P9WHR9 whole entry, looked up, the tested form may be a part): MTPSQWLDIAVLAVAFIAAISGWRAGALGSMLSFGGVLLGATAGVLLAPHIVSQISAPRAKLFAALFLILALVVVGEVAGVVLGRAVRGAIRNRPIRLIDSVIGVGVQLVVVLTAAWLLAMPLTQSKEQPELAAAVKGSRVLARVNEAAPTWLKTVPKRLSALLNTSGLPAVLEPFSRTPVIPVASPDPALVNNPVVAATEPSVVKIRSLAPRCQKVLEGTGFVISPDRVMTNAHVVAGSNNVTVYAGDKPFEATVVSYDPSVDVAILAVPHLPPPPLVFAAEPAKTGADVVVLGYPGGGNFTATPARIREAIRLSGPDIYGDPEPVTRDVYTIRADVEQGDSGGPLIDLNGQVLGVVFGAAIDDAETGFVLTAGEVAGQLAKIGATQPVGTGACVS
# PriA SSB inh: K. pneumoniae PriA-SSBct interaction inhibition; 0.6% of 430,000 active; AlphaScreen SSBct-PriA binding, biotinylated peptide; inhibition, % at 33 µM; in the data active = inhibition mostly above about 37%, no sharp cut-off; inactive = mostly below about 20%;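 note: plate controls were negative control peptide for no effect and reference peptide for full effect; strong numbers were not always called active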
# MazEF act: MazEF (E. coli) toxin RNase activation | FAM/BHQ RNA-DNA oligo cleavage fluorescence, 5 h | activation, % at 20 µM | 0.32% of 350,000 active; in the data active = activation above about 50%
# Target sequence (P0AE70 whole entry, looked up): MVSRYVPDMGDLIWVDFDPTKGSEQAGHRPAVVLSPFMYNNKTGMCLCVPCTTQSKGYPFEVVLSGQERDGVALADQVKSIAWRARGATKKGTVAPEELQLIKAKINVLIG
# BioA inh: blocks M. tuberculosis BioA enzyme activity. purified M. tuberculosis BioA enzyme, plate reader. inhibition, % at 9.99 µM. 0.096% of 360,000 active; in the data active = inhibition above about 40%
# UGM FP inh: Mtb UDP-galactopyranose mutase inhibition. purified UGM, fluorescence polarization probe displacement. 0.06% of 320,000 active. P9WIQ1. inhibition, % at 10 µM; in the data active = inhibition above about 10%, passing the limit was not always enough
# Target sequence (P9WIQ1 whole entry, looked up): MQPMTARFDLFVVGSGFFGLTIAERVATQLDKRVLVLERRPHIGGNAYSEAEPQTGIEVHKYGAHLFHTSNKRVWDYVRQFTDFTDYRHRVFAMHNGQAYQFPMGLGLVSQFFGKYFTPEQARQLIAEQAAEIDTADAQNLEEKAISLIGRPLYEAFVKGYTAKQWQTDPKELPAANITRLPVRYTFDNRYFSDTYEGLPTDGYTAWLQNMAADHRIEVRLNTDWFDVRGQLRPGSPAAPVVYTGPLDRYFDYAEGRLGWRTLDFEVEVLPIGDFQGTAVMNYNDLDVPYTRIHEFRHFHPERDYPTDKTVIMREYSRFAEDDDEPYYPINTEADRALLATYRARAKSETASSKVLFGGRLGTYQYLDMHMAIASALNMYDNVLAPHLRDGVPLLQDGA
# DUSP3 inh: blocks human VHR1 dual specificity phosphatase; inhibition, % at 13.3 µM; AID 1654; P51452; 0.52% of 290,000 active; recombinant VHR phosphatase, pNPP absorbance; in the data active = inhibition above about 50%; note: some compounds called inactive have numbers as strong as hits
# GDH-TPI inh: inhibits GDH-TPI coupling enzymes, artifact for Mtb FBA screen; GDH-TPI coupled enzyme counterscreen, NADH absorbance; inhibition, % at 4.8 µM; 1.2% of 360,000 active; AID 588335; in the data active = inhibition above about 30%;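 note: 0% = DMSO wells and 100% = wells lacking the enzyme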
# 3CLpro inhibitor: SARS-CoV 3CLpro protease inhibition; inhibition, % at 6 µM; P0C6X7; recombinant SARS-CoV 3CLpro, quenched FRET peptide cleavage; 0.14% of 290,000 active; in the data active = inhibition above about 12%
# BH1578 lux ind: inducers of Vibrio cholerae quorum light production without autoinducers. V. cholerae BH1578 lux reporter, luminescence, 6 h. activation, % at 18.7 µM. 0.16% of 350,000 active. AID 588436; in the data active = activation mostly above about 9.7%, no sharp cut-off; note: not every result past the cut was called active; inactives centre near 0; reference of the scale not given here
# FBA Mtb inh: inhibitors of M. tuberculosis fructose-bisphosphate aldolase; AID 588726; P9WQA3; inhibition, % at 1 µM; purified M. tuberculosis FBA, fluorescence read-out; 2.3% of 360,000 active; in the data active = inhibition above about 27%;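 note: 0% = vehicle and 100% = reference inhibitor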
# Active calls of the source: *; i = inactive; / = not tested or not shown; & = joins results of further samples.
SMILES,Rv3671c inh,PriA SSB inh,MazEF act,BioA inh,UGM FP inh,DUSP3 inh,GDH-TPI inh,3CLpro inhibitor,BH1578 lux ind,FBA Mtb inh
CS(=O)(=O)c1ccc2nc(NC(=O)Cc3ccccc3)sc2c1,2,-10,0,1.2,0.4,7,-2,-3,-0.2,6
COc1ccc(Nc2c(-c3ccc(C)cc3)nc3cnccn23)cc1,11,11,-1,/,2.6,12,17,3,-0.5,3
CCSc1nnc(NC(=O)c2ccc(C)o2)s1,9,-5,7,0.3,2.4,3,32*,8,i,0
Cc1ccc(S(=O)(=O)N2C[C@H]3C(=O)C[C@@H](c4ccccc4)N(S(=O)(=O)c4ccc(C)cc4)[C@H]3C[C@H]2c2ccccc2)cc1,/,/,-3,-0.4,/,/,-3,/,-0.4,1
CCCSc1nc2sc3c(c2c(=O)n1-c1ccc(OC)cc1)CCN(C)C3,/,-11,-3,6.0,/,-10,14,0,0.5,0
CCc1ccccc1NC(=S)N1CCN(c2ccccn2)CC1,9,1,-1,/,-0.5,0,5,-3,-0.3,6
CCOc1ncccc1C(=O)N=c1sccn1C,-3,-6,-3,-0.3,-0.4,15,7,5,-0.3,1
COc1ccc(-n2nnnc2-c2ccccc2)cc1,-2,-16,4,5.5,-0.1,20,3,-2,i,-1
COc1cc(OC)nc(-n2ncc(OC)c(Br)c2=O)n1,-6,-9,-2,-3.1,/,-5,0,4,-0.6,2
CC1=NN(C(=O)c2ccc(Cn3nc(C)c([N+](=O)[O-])c3C)o2)C(O)(C(F)(F)F)C1 (configuration not stated),-2,0,3,0.4,0.2,-5,2,2,-0.3,-1
O=C1c2cccnc2C(=O)N1Cc1ccc(F)cc1S(=O)(=O)NCc1ccco1,2,-6,0,0.8,-1.3,16,0,1,i,-1
O=C(CN1CCN(Cc2ccc3c(c2)OCO3)CC1)Nc1ccc(F)cc1,-2,-1,3,-1.3,3.6,5,-4,0,-0.6,4
O=C1NCCN(Cc2c(F)cccc2Cl)C1CC(=O)N1CCCCO1 (configuration not stated),4,-9,-4,/,-1.5,25,8,4,-0.3,4
Cc1ccc(C)c(NC(=S)N2CCC(N(C)CC3CCCO3)CC2)c1 (configuration not stated),7,-8,3,0.3,-1.0,-4,0,-5,-0.4,-3
Nc1ccc(N2CCCCC2)c(S(=O)(=O)Nc2ccccc2Cl)c1,5,5,5,-5.1,4.1,17,11,-1,0.1,2

# 13 entries from above, with tabs:
SMILES	Rv3671c inh	PriA SSB inh	MazEF act	BioA inh	UGM FP inh	DUSP3 inh	GDH-TPI inh	3CLpro inhibitor	BH1578 lux ind	FBA Mtb inh
CCSc1nnc(NC(=O)c2ccc(C)o2)s1	9	-5	7	0.3	2.4	3	32*	8	i	0
Cc1ccc(S(=O)(=O)N2C[C@H]3C(=O)C[C@@H](c4ccccc4)N(S(=O)(=O)c4ccc(C)cc4)[C@H]3C[C@H]2c2ccccc2)cc1	/	/	-3	-0.4	/	/	-3	/	-0.4	1
CCCSc1nc2sc3c(c2c(=O)n1-c1ccc(OC)cc1)CCN(C)C3	/	-11	-3	6.0	/	-10	14	0	0.5	0
CCc1ccccc1NC(=S)N1CCN(c2ccccn2)CC1	9	1	-1	/	-0.5	0	5	-3	-0.3	6
CCOc1ncccc1C(=O)N=c1sccn1C	-3	-6	-3	-0.3	-0.4	15	7	5	-0.3	1
COc1ccc(-n2nnnc2-c2ccccc2)cc1	-2	-16	4	5.5	-0.1	20	3	-2	i	-1
COc1cc(OC)nc(-n2ncc(OC)c(Br)c2=O)n1	-6	-9	-2	-3.1	/	-5	0	4	-0.6	2
CC1=NN(C(=O)c2ccc(Cn3nc(C)c([N+](=O)[O-])c3C)o2)C(O)(C(F)(F)F)C1 (configuration not stated)	-2	0	3	0.4	0.2	-5	2	2	-0.3	-1
O=C1c2cccnc2C(=O)N1Cc1ccc(F)cc1S(=O)(=O)NCc1ccco1	2	-6	0	0.8	-1.3	16	0	1	i	-1
O=C(CN1CCN(Cc2ccc3c(c2)OCO3)CC1)Nc1ccc(F)cc1	-2	-1	3	-1.3	3.6	5	-4	0	-0.6	4
O=C1NCCN(Cc2c(F)cccc2Cl)C1CC(=O)N1CCCCO1 (configuration not stated)	4	-9	-4	/	-1.5	25	8	4	-0.3	4
Cc1ccc(C)c(NC(=S)N2CCC(N(C)CC3CCCO3)CC2)c1 (configuration not stated)	7	-8	3	0.3	-1.0	-4	0	-5	-0.4	-3
Nc1ccc(N2CCCCC2)c(S(=O)(=O)Nc2ccccc2Cl)c1	5	5	5	-5.1	4.1	17	11	-1	0.1	2

# Additional entries
SMILES,Rv3671c inh,PriA SSB inh,MazEF act,BioA inh,UGM FP inh,DUSP3 inh,GDH-TPI inh,3CLpro inhibitor,BH1578 lux ind,FBA Mtb inh
CC(C)n1nccc1NC(=O)COC(=O)c1ccc(NC(N)=O)cc1,-2,-3,3,-0.6,0.1,/,4,/,-3.2,-2
CCCc1nnc(NC(=O)c2cccnc2)s1,6,-2,9,-0.7,0.3,25,8,1,-1.1,-1
Cc1ccc(OCCN2CCNCC2)c([N+](=O)[O-])c1,6,5,2,0.0,-1.7,-4,-1,3,i,0
C[C@@H]1CN([C@@H](C)CO)C(=O)CCCn2nncc2CO[C@H]1CN(C)C(=O)Oc1ccc2ccccc2c1,/,/,-3,-0.7&-0.6,/,/,10,/,1.1,-1
CC(=O)CCC(=O)N1CCCC(N2CCN(c3cccc(Cl)c3)CC2)C1 (configuration not stated),0,-11,8,-0.9,-0.1,43,10,-3,-0.4,0
O=C1CCCCC1Oc1ccc2ccc(=O)oc2c1 (configuration not stated),3,11,-1,-1.0,-1.5,27,9,1,-7.7,58*
CCN=c1scc(-c2cccs2)n1/N=C/c1cc(OC)ccc1O,-2,/,-10,/,1.9,5,8,-2,-0.3,0
CNC(=O)CSc1nnc(-c2cccs2)o1,-3,-16,2,/,3.5,8,-11,0,i,-2
S=c1[nH]nc(C2CCCCC2)n1/N=C/c1ccccc1Br,-13,/,7,-0.7,3.1,46,10,5,i,-3
CCNC(=O)C1(C)CCN(Cc2ccccc2C#N)C1 (configuration not stated),/,/,/,-0.6,/,/,9,/,i,0
COc1ccc2[nH]c3c(c2c1)CCN1C(=O)C(CC(=O)NCCc2ccccn2)C[C@H](C(=O)N2CCOCC2)[C@@]31C (some centres not stated),/,-6,10,-0.9,/,/,2,/,-6.2,1
COc1ccc(-c2cn[nH]c2-c2ccc(OCc3ccccc3)cc2O)cc1OC,8,3,-5,0.2,-0.3,-10,12,5,i,3
CNc1cc(-c2ccc(OC)c(OC)c2)ncn1,/,/,/,5.2,/,/,13,/,-0.3,24
Cn1cc(C(=O)NCc2ccccc2)c2ccccc21,3,-10,0,0.5,/,20,-3,-2,i,1
COc1cc(OC)nc(Nc2nc(C(N)c3ccccc3Cl)cs2)n1 (configuration not stated),/,/,/,0.0,/,/,-5,/,-3.7,1
COC(=O)c1ccccc1NC(=O)C1CCN(C(=O)c2cc(OC)cc(OC)c2)CC1,-2,-4,5,12,2.6,-15,4,2,-0.5,4
O=c1[nH]c(=O)n(Cc2ccco2)c(O)c1C=NCCCn1ccnc1,9,2,1,/,0.3,-16,18,-3,i,1
COc1cc2c(C(=O)N3CCN(C)CC3)c(C)n(C)c2cc1Br,0,-5,1,3.0,4.0,29,8,-2,-0.7,1
Cc1[nH]ccc(=O)c1OC1OC(CO)C(O)C(O)C1O (configuration not stated),-1,9,6,-1.4,-3.1,16,-8,-1,-0.4,-2
O=C(NCc1cccnc1)Nc1cc(Cl)cc(Cl)c1,-7,-19,-6,8.8,-1.2,15,5,8,-1.6,3
CC(C)(C)c1ccc(CNc2ccc([N+](=O)[O-])cn2)cc1,2,7,5,/,-2.3,-5,10,7,0.3,2
CC(C)N1CCc2c(sc(N)c2C#N)C1,-15,6,14,-11,2.5,13,32*,/,i,22
Cc1ccc(/C=C2\CCCC3=C2NC(=S)NC3c2ccc(C)cc2)cc1 (configuration not stated),-5,21,4,/,1.3,-2,10,3,i,7
Cc1cc(-c2onc(C)c2C(=O)N/N=C/c2ccccc2)no1,2,i,2,/,-0.8,10,-2,5,-0.7,-1
CC(=O)c1ccc(OCC(O)CN2CCN(S(=O)(=O)c3cccc(Br)c3)CC2)cc1 (configuration not stated),-5,-3,-4,1.7,-0.4,17,-8,4,i,12
COc1cccc(N2C(=O)C3ON(c4ccccc4)C(c4cccs4)C3C2=O)c1 (configuration not stated),-8,-18,-4,-2.2,-0.1,17,7,3,-0.3,6
CC(C(=O)NCc1ccco1)n1nc(-c2ccccc2)c2cc(Cl)ccc21 (configuration not stated),-3,-7,3,-1.8,3.4,36,21,0,-0.2,4
Cc1c(NC(=O)CCCCCN2C(=O)c3ccccc3C2=O)c(=O)n(-c2ccccc2)n1C,-9,-10,8,/,0.9,42,-3,2,-0.3,-4
O=C(CSc1nnc2c(n1)[nH]c1ccccc12)Nc1ccc(N2CCOCC2)cc1,1,1,-1,-0.1,-1.1,14,7,-1,0.0,1
CN(CC(=O)NCc1ccc(F)cc1)Cc1ccc(Br)cc1,5,-12,-1,2.8,0.3,12,-1,-4,-0.3,1
OCCCNc1nc(-c2ccc(Cl)cc2)nc2ccccc12,-6,-10,1,0.1,-2.3,16,0,0,i,-1
COc1ccc(S(=O)(=O)N(C)C2CCN(C)CC2)cc1,-4,10,4,0.9,1.0,-15,-5,-5,i,0
CC(=O)c1ccccc1NC(=O)COc1ccc(N(C)S(=O)(=O)c2ccc(C)c(C)c2)cc1,-12,-8,-3,-1.3,-0.4,/,9,/,i,4
CC(C)c1cc(C(=O)Nc2cccnc2)no1,-13,-18,0,3.0,-0.4,1,11,1,0.2,8
COc1ccc2cc(C3=CCCC3(C)C(=O)O)ccc2c1 (configuration not stated),/,-5,1,-0.4,/,/,8,/,-2.7,13
CCNC(=S)NNC(=O)c1cccc(Br)c1,-11,-13&-4,7,-0.2,0.9,18,-13,0,1.7,-3
Cc1nn(-c2ccccc2)c(Cl)c1/C=N/NC(N)=O,-6,i,6,-0.3,2.9,-15,-13,1,-1.0,0
CCN(CC)S(=O)(=O)c1ccc(N2CC(C(=O)NC3(C)CCS(=O)(=O)C3)CC2=O)cc1 (configuration not stated),-10,-8,-2,-0.1,-0.7,/,2,/,-10,-1
C/C=C1\COC(C(=O)NCc2ccccc2)(C(F)(F)F)C=C1C=C(C)C (configuration not stated),6,-29,-5,1.2,-0.2,/,-9,/,-1.7,-1
N#Cc1ccccc1NC(=O)CN1C(=O)NC2(CCCC2)C1=O,-4,-12,9,-2.0,3.0,17,2,0,-0.3,4
CCOC(=O)c1[nH]c2ccc(Cl)cc2c1NC(=O)/C=C/c1ccc2c(c1)OCO2,-1,-3,-6,/,-1.2,18,18,2,-0.1,0
COc1ccc2c(c1)CC(C1(O)C(=O)N(C)c3ccccc31)C2=O (configuration not stated),-2,-12,-3,-0.5,-1.3,29,-3,0,i,2
CN(Cc1cccs1)C(=O)COC(=O)CNC(N)=O,7,-6,9,/,-0.6,6,6,0,-0.3,5
CCCCC(=O)N1CC2(C)CN(C(=O)CCCC)CC(C)(C1)C2=O,5,-21,12,-0.7,-1.0,19,-11,3,/,-3
Cc1cc(C)cc(NS(=O)(=O)c2ccc(F)cc2)c1,-1,-4,8,-3.2,-4.7,-3,2,0,-0.3,5
CCN1C(=O)C(C(=O)c2ccccc2)SC1=S (configuration not stated),-6,4,-9,/,-1.1,9,-4,2,-0.4,-2
O=C1c2ccccc2C(=O)N1CCCCN(C(=O)c1cc([N+](=O)[O-])cc([N+](=O)[O-])c1)c1ccc(Cl)cc1,-16,24,1,-1.2,-2.1,17,15,-2,-2.8,-3

# Screening results (PubChem BioAssay)

# This is a subset; count on the stated rates, not on these rows.
